# Screening data from PubChem.
# OXTR potentiator: human OXTR potentiators, primary screen, fluorescence, CHO-OTR cells, Fluo-8 calcium | Oxytocin receptor (Homo sapiens), P30559 | AID 2445, 2010 | Fluo-8 calcium fluorescence, potentiator mode; 0% = oxytocin EC15, 100% = EC100 | activation, % at 3 µM | 0.061% of 320,000 active;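 active = activation above that plate's cutoff, the mean activation of tested compounds plus 3 SD, cut at about 6.6% in these data, passing the limit was not always enough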;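 note: 100% uses oxytocin at 75 nM as the full agonist control; some results filed as inactive read as strong as hits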
#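 Replication – single well per compound, singlicate · Assay system – CHO cell line stably expressing human OTR · Timing – 6 min pre-incubation, 100 s read · Measure – normalized max/min fluorescence ratio, % activation · Doses – 3.0 µM, one dose · Detection – Fluo-8 calcium dye fluorescence · Probe or stimulus – oxytocin near EC15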
# OXTR agonist: human OXTR agonists, primary screen, fluorescence, CHO-OTR cells, Fluo-8 calcium; AID 2435, 2010; activation, % at 3 µM; Fluo-8 calcium fluorescence; normalized: DMSO 0%, oxytocin 100%; Oxytocin receptor (Homo sapiens), P30559; 0.32% of 320,000 active;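 active = activation above the mean of all tested compounds plus 3 SD, cutoff set per screening run, cut at about 20% in these data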;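 note: peak over basal fluorescence ratio from a 100 s FLIPR kinetic read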
# V1aR counter: agonists of human V1a receptor, primary screen, counter-screen for OXTR agonist project, fluorescence, CHO-V1R cells | Vasopressin V1a receptor (Homo sapiens), P37288 | Fluo-8 calcium fluorescence, agonist mode; 0% DMSO, 100% 3 nM vasopressin | activation, % at 3 µM | 0.25% of 320,000 active | AID 2797, 2010;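 active = activation above the mean activation of all tested compounds plus 3 SD, per screening run, cut at about 20% in these data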;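 note: signal is peak over basal fluorescence ratio across a 100 second FLIPR read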
# Target sequence (P37288 whole entry, looked up): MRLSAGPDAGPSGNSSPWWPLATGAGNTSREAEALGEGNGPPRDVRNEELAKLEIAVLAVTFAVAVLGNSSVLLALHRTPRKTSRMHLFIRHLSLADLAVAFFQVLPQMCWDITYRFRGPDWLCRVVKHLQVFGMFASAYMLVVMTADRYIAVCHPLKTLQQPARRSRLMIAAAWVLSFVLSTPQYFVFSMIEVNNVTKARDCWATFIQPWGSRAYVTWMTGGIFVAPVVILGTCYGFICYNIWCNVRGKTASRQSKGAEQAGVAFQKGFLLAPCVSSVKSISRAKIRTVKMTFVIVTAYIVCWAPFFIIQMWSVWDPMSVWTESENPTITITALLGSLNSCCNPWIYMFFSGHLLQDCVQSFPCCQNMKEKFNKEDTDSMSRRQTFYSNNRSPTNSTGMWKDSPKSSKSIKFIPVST
# GalR3 antagonist: GalR3 antagonists in HEK293 cells, primary screen, cell-based, fluorescence readout. Galanin receptor type 3 (Homo sapiens), O60755. HEK293 GalR3-CNG cAMP membrane potential fluorescence; galR3 body fused to GalR1 C-terminus. inhibition, % at 3 µM. 0.44% of 360,000 active;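 active = inhibition above the screen-wide average plus 3 SD, cut at about 13% in these data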;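 note: forskolin and galanin both at EC90 stimulate the cells; cAMP rise reported by CNG channel membrane potential dye signal; 0% = forskolin plus galanin with DMSO and 100% = forskolin alone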
# Target sequence (O60755 1-299 limits assumed): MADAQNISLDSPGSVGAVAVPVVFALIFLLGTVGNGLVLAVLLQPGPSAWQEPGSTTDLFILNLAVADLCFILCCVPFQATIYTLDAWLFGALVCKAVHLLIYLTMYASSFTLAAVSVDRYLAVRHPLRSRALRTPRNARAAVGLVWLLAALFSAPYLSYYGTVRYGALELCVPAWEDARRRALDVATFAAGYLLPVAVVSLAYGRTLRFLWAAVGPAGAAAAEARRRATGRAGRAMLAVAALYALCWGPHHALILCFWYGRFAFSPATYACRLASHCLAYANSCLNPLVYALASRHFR
# MEKK2 WT-MEK5: modulators of MEK5 binding to wildtype MEKK2, primary screen, biochemical, multiplex bead flow cytometry, Alexa488-MEK5; Mitogen-activated protein kinase kinase kinase 2 (Homo sapiens), Q9Y2U5; Alexa488-MEK5 binding to MEKK2 WT; actives lie on both sides; binding response (% of control), % at 10 µM; 1.1% of 290,000 active; AID 1531, 2009; in the data active = binding response below about 67% or above about 130%
# MEKK2mut PB1 HTS: MEK5 binding signal on mutant MEKK2 PB1, primary screen, biochemical, multiplex bead flow cytometry, Alexa488-MEK5; Alexa488-MEK5 binding to MEKK2 mutant; percent response, % at 10 µM; 0.35% of 290,000 active; AID 1530, 2009; in the data active = percent response above about 24%, passing the limit was not always enough; note: inactives centre near 1; some results filed as inactive read as strong as hits
# NALP1 yeast inh: NALP1 inflammasome inhibitors in reconstituted yeast, colorimetric, S. cerevisiae, triplicate retest. S. cerevisiae NALP1/ASC/caspase-1 growth, X-gal OD620, 72 h. AID 2071, 2009. inhibition, % at 10 µM. 0.61% of 280,000 active; in the data active = inhibition mostly above about 24%, no sharp cut-off; inactive = mostly below about 32%; note: some compounds called inactive have numbers as strong as hits
# M18AAP inhibitor: PfM18AAP inhibitors, malaria aminopeptidase, primary screen, biochemical, QFRET, recombinant enzyme; inhibition, % at 7.35 µM; 1.2% of 290,000 active; H-Glu-NHMec fluorogenic cleavage;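 active = inhibition above the campaign mean inhibition over all tested compounds plus 3 SD, cut at about 28% in these data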;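 note: 0% = plate median of test compound wells and 100% = 2 mM ZnCl2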
# GPR7 antag: GPR7 receptor antagonists, primary screen, cell-based, fluorescence, single concentration | Neuropeptides B/W receptor type 1 (Homo sapiens), P48145 | GPR7-expressing cells, fluorescence antagonist assay | inhibition, % at 4.4 µM | 1.1% of 290,000 active; in the data active = inhibition above about 16%, passing the limit was not always enough;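 note: cells stimulated with the agonist NPW; 0% = agonist with vehicle and 100% = vehicle without agonist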
# Target sequence (P48145 whole entry, looked up): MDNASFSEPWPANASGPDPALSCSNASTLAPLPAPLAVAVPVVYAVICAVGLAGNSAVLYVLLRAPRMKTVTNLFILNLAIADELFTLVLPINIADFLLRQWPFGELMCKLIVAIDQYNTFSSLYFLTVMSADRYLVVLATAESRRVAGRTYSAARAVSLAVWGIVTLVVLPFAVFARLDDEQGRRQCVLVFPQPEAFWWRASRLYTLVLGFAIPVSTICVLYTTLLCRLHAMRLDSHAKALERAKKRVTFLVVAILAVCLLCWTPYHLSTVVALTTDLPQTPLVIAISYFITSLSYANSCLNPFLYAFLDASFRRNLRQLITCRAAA
# * = called active by the depositor; . = no result given.
structure	OXTR potentiator	GalR3 antagonist	V1aR counter	M18AAP inhibitor	MEKK2mut PB1 HTS	NALP1 yeast inh	GPR7 antag	MEKK2 WT-MEK5	OXTR agonist
O=C(CSc1n[nH]c(-c2ccccc2)n1)N1CCOCC1	-4	-6	-0.3	0	2	2	-8	106	0.5
COc1cccc(NC(=O)N(CCN(C)C)C(C)c2cccnc2)c1 (stereo unspecified)	-5	-6	0.6	-4	0	.	-17	100	0.3
O=C(c1n[nH]c2ccccc12)N1CCOCC1	-12	2	0.8	-2	5	4	-5	101	0.1
CCc1ccc2c(c1)C1(C(=O)N2)N2CCCC2C(C(=O)c2ccc3ccccc3c2)C12C(=O)Nc1ccccc12 (stereo unspecified)	-3	-6	0.0	6	-1	27	-6	92	-1.9
CCCCCCN1CC(C(=O)OCC)C(=O)C1=O (stereo unspecified)	-5	-2	1.1	2	-5	10	-5	99	-0.1
COC(=O)C(C)Sc1ccc2nnc(-c3ccccc3)n2n1 (stereo unspecified)	-8	-4	0.2	-1	-2	9	1	101	-1.6
Cc1ccc(S(=O)(=O)Nc2ccc3cn[nH]c3c2)cc1	-6	-4	4.1	.	.	.	.	.	4.4
CN(C)S(=O)(=O)c1cccc(NC(=O)COC(=O)c2cc(-c3cccc(Br)c3)nc3ccccc23)c1	-2	0	0.2	-2	7	26	12	111	0.2
O=C(CCc1ccccc1)Nc1ccc(NC(=O)c2ccco2)cc1	-9	-4	1.7	0	0	3	-8	94	1.1
Cc1cc(C)c(C(=O)Cn2nc(C(=O)O)c3ccccc3c2=O)cc1C	3	6	-0.8	-1	15	12	-15	103	0.1
CCCn1c(N)c(C(=O)CSc2nnc(C)n2Cc2ccccc2)c(=O)n(C)c1=O	-20	0	-0.2	8	9	4	0	103	-0.2
CC(=O)C1=C(O)C(=O)N(c2ccc(C)cc2)C1c1ccccn1 (stereo unspecified)	-6	-1	1.1	1	-4	-1	-3	94	0.3
COCCNC(=O)C1CCCN(c2ncccn2)C1 (stereo unspecified)	-1	-4	0.0	-16	1	-3	-5	98	0.4
O=C1NC(=S)N(c2cccc(Cl)c2)C12CCCCC2	-3	-7	-1.6	-11	0	3	-14	102	-1.9
O=C(NCc1ccc(Cl)cc1)C1C2C=CC3(CN(Cc4cccnc4)C(=O)C13)O2 (stereo unspecified)	-3	-3	0.5	-15	-2	-12	-8	96	-0.2
Cc1cc(Nc2nnnn2-c2ccccc2)n(-c2ccc(Cl)cc2)n1	-22	-3	11	-1	2	10	5	100	13
NC(=O)c1ccsc1NC(=O)c1ccc(N2CCCC2=O)cc1	-13	0	-0.2	4	1	10	-7	102	-0.5
CCCOc1ccc(C(O)C(CN2CCOCC2)c2ccccc2)cc1 (stereo unspecified)	2	-8	2.1	0	-3	5	-1	97	-1.1
O=C(/C=C/c1ccc(Cl)cc1)Nc1ccccc1N1CCOCC1	-4	-3	-0.9	-3	-1	29	-6	105	-1.8
CC(=O)Nc1ccc(S(=O)(=O)Nc2cccc(C(=O)Nc3ccccc3C(=O)O)c2)cc1	-12	-13	0.6	-6	12	4	-16	108	-1.6
COc1ccc(CSCC(=O)NCCC(C)C)cc1	-3	-7	-0.4	-4	6	2	-9	105	-1.2
CC1CCN(C(C(=O)NC2CCCCC2)c2cc3c(cc2[N+](=O)[O-])OCO3)CC1 (stereo unspecified)	-8	0	1.3	10	-2	18	-3	96	2.4
Cc1cc(C)nc(SCC(=O)Nc2ccc(Br)cn2)n1	-8	-1	-0.3	6	1	-8	5	102	-1.4
COc1ccc(NC2=CC(c3cccc(OC)c3)N(c3ccc(OC)cc3)C2=O)cc1 (stereo unspecified)	-8	-6	-0.3	-1	2	25	0	105	-1.5

# Part of the list above in order of count of non-hydrogen atoms, high to low.
structure	OXTR potentiator	GalR3 antagonist	V1aR counter	M18AAP inhibitor	MEKK2mut PB1 HTS	NALP1 yeast inh	GPR7 antag	MEKK2 WT-MEK5	OXTR agonist
CCCOc1ccc(C(O)C(CN2CCOCC2)c2ccccc2)cc1 (stereo unspecified)	2	-8	2.1	0	-3	5	-1	97	-1.1
NC(=O)c1ccsc1NC(=O)c1ccc(N2CCCC2=O)cc1	-13	0	-0.2	4	1	10	-7	102	-0.5
Cc1cc(C)nc(SCC(=O)Nc2ccc(Br)cn2)n1	-8	-1	-0.3	6	1	-8	5	102	-1.4

# (next part)
structure	OXTR potentiator	GalR3 antagonist	V1aR counter	M18AAP inhibitor	MEKK2mut PB1 HTS	NALP1 yeast inh	GPR7 antag	MEKK2 WT-MEK5	OXTR agonist
Cc1cccc(NC(=O)/C(C#N)=C/c2ccc(Cl)cc2)n1	7	-9	3.2	-1	2	6	-12	101	0.4
O=C(Cn1nc(C(=O)O)c2ccccc2c1=O)Nc1ccccc1C(F)(F)F	-6	-8	1.7	1	-1	8	-8	103	2.1
COc1ccccc1N1CCN(C(=O)c2ccc([N+](=O)[O-])s2)CC1	-9	2	0.1	1	4	24	-1	107	0.1
COc1ccccc1OCC(=O)NCC1CCCCC1	-1	-4	-1.9	5	-3	22	-1	97	-1.6
COc1ccccc1C(=O)NCC(=O)N1CC=C(c2ccccc2)CC1	4	-6	1.5	.	.	.	.	.	-0.7
CN(C)C(CNC(=O)C1CCCN(C(=O)c2ccc(Cl)cc2)C1)c1ccco1 (stereo unspecified)	6	-3	1.4	4	3	19	-14	106	2.4
CCCc1cc(=O)oc2cc(OCC(=O)Nc3ccc4c(c3)OCCO4)ccc12	-3	1	0.6	4	6	25	1	105	0.9
O=C(Cc1cccc2ccccc12)NN1C(=O)C2C(C1=O)C1C=CC2C12CC2 (stereo unspecified)	-3	-3	0.4	-3	-10	6	-4	99	-1.0

# Part of the list above, with two lines to a compound.
# Every second line gives: OXTR potentiator, GalR3 antagonist, V1aR counter, M18AAP inhibitor, MEKK2mut PB1 HTS, NALP1 yeast inh, GPR7 antag, MEKK2 WT-MEK5, OXTR agonist
O=C(Cn1nc(C(=O)O)c2ccccc2c1=O)Nc1ccccc1C(F)(F)F
    -6, -8, 1.7, 1, -1, 8, -8, 103, 2.1
COc1ccccc1N1CCN(C(=O)c2ccc([N+](=O)[O-])s2)CC1
    -9, 2, 0.1, 1, 4, 24, -1, 107, 0.1
COc1ccccc1OCC(=O)NCC1CCCCC1
    -1, -4, -1.9, 5, -3, 22, -1, 97, -1.6

# Other results.
structure	OXTR potentiator	GalR3 antagonist	V1aR counter	M18AAP inhibitor	MEKK2mut PB1 HTS	NALP1 yeast inh	GPR7 antag	MEKK2 WT-MEK5	OXTR agonist
O=C(N/N=C/c1ccc[nH]1)c1cccnc1	-1	3	0.0	7	1	4	-3	101	-0.2
CCN1c2ccc(S(=O)(=O)N3CCOCC3)cc2N(Cc2ccc(OC)cc2)C1C (stereo unspecified)	-3	-6	0.0	-11	-5	-1	-5	101	-0.4
COc1cccc(OC)c1C(=O)NNC(=O)c1cccc(COc2ccc3c(c2)CCC3)c1	-9	0	5.2	1	.	-30	4	.	6.2
Cn1c(CN2CCOCC2)nnc1SCc1cccc(F)c1	-5	-5	0.5	-3	0	26	-7	115	0.8
CCC(C)NC(=O)COc1ccc(S(=O)(=O)N2CCOCC2)cc1 (stereo unspecified)	-6	-2	0.2	-5	-3	-13	-1	96	0.3
CCN1CCCC1CNCc1cccc(OC)c1OCc1ccccc1F (stereo unspecified)	1	-3	0.5	-5	1	3	7	101	0.8
COc1cc(S(=O)(=O)NCc2ccccn2)c(OC)cc1Cl	-9	-2	0.6	15	1	-99	-15	94	-0.1
Cc1ccc(C)n1-c1cccc(NC(=O)c2ccccc2)c1	-2	3	-0.6	0	-1	33	0	95	-1.2
CN(CC(=O)NCCN1CCCCCC1)S(=O)(=O)c1cccc2nsnc12	-7	-2	0.1	4	4	13	-5	120	-0.1
CN1CCCC(OC(=O)c2cc(Br)ccc2Cl)C1 (stereo unspecified)	-20	-1	0.7	-1	8	-7	-4	104	-0.1
Cc1cc(C)c(S(=O)(=O)N2CCN(C(=O)CCn3nc(C)c(C)c3C)CC2)c(C)c1	-5	4	-1.1	-1	-4	-6	-4	98	0.4
N=C(N)c1ccc(O)cc1	6	0	0.6	-1	-3	5	-9	93	0.7
COc1ccccc1/C=N/NC(=O)CNC(=O)c1ccc(S(=O)(=O)N(C)C)cc1	4	-3	1.1	2	-2	1	-13	101	1.7
Cc1nc2ccccn2c1P(=O)(N1CCCCC1)N1CCCCC1	-3	-7	-0.4	1	2	-14	8	94	-1.0
O=C(Nc1ccc(Cl)c(Cl)c1)Nc1ccc(Br)cc1F	-18	-1	11	2	6	11	-3	118	7.7
Cn1c(C(=O)O)c(S(=O)(=O)c2ccc(Cl)cc2)c2ccccc21	1	-10	2.4	5	4	9	-11	98	0.8
CCCN(CCC)C(=O)CSc1nc2ccsc2c(=O)n1NC(=O)c1ccccc1	-19	-2	0.1	6	-7	-7	5	93	0.0
O=C(N/N=C/c1cccnc1)c1ccc(NC(=O)c2ccc(Cl)cc2)cc1	2	-9	1.4	-13	-3	6	-6	97	0.6
Cc1ccc(S(=O)(=O)NC2(C(F)(F)F)C(=O)Nc3c2c(=O)n(C)c(=O)n3C)cc1 (stereo unspecified)	-7	-2	-0.1	5	2	-3	-9	100	1.1
COc1ccc(CCc2nnc(N)s2)cc1OC	0	0	0.8	3	11	11	-8	107	0.8
COc1ccc(CNC(=O)CCC(=O)c2ccc(C)cc2)cc1OC	-6	-2	0.8	-7	0	7	-12	97	0.0
Cc1ccc(Nc2c([N+](=O)[O-])c(=O)oc3ccccc23)cc1C	-7	-4	3.6	-7	-5	10	-4	99	1.2
Cc1[nH]c2ccccc2c1C(=O)C(=O)N1CCN(C(=O)c2ccco2)CC1	7	-2	0.4	-7	-3	7	-4	97	1.7
Cc1ccc(S(=O)(=O)N2CCOC2CNC(=O)C(=O)NCc2ccccn2)cc1 (stereo unspecified)	-6	-5	0.7	4	2	5	4	101	-1.0
COc1ccc(Oc2nc3c(c(=O)n(C)c(=O)n3C)n2Cc2cccc(OC)c2)cc1	-6	2	-0.7	-10	-10	0	0	95	-0.9
Cc1ccccc1N1CCN(Cc2cccc(C(=O)O)c2)CC1	-2	-5	0.7	1	1	4	-2	99	0.9
O=C(CN1CCc2cc3c(cc2C1)OCCCO3)Nc1ccccc1	-7	7	3.1	6	4	27	-5	108	3.2
O=C(C1CCC(CNS(=O)(=O)c2cccc3nsnc23)CC1)N1CCN(c2ccccn2)CC1 (stereo unspecified)	-1	-4	0.1	5	-9	-6	-7	93	-0.8
CCCOn1c(OCC(C)C)nc2ccccc2c1=O	1	-2	-0.3	0	10	12	-13	108	-1.3
CC(C)(CC(=O)O)CC(=O)NNc1ncccc1C#N	-7	-3	-0.4	6	-5	.	-7	88	-0.9
CC(OC(=O)c1ccc2noc(-c3ccccc3)c2c1)C(N)=O (stereo unspecified)	-8	0	2.3	32*	-2	10	21	101	1.4
